# Growth percent in the NCI-60 one-dose screen (48 h, 10 µM unless noted): 100 = growth as untreated, 0 = no growth, -100 = all killed.
# T-47D: T-47D breast cancer | 79,000 compounds, 5% hits
# MALME-3M: MALME-3M melanoma; 78,000 compounds, 5.8% hits; AID 1794766
# BT-549: BT-549 breast cancer; 78,000 compounds, 4.4% hits
# HS 578T: HS 578T breast cancer. 78,000 compounds, 4.1% hits. AID 1794788
# MDA-MB-231: MDA-MB-231 breast cancer; 81,000 compounds, 5% hits; AID 1794789
# LOX IMVI: LOX IMVI melanoma; 79,000 compounds, 7.4% hits; AID 1794757
# MCF7: MCF7 breast cancer; 82,000 compounds, 6.3% hits
# MDA-MB-468: MDA-MB-468 breast cancer. 78,000 compounds, 8.5% hits
# Active calls of the source: *; · = not tested or not shown; [ ] = remark or other dose. Rule for the calls: active = growth percent below 10; inactive = the rest.
item	mol	MCF7	HS 578T	BT-549	LOX IMVI	MDA-MB-468	T-47D	MALME-3M	MDA-MB-231
1	COc1c(CNC(=O)CCl)cc2[nH]c(C)cc2c1CNC(=O)CCl	36	·	59	34	53	59	82	88
2	CSc1ncnc2c1cnn2-c1ccc(S(N)(=O)=O)cc1	118	107	115	102	·	103	106	101
3	C=CCc1cc(F)cc2c(OC(C)=O)c(C(C)=O)c(-c3ccccc3)nc12	101	108	105	102	114	114	104	106
4	Cn1c(N)nc(N)c(NC=O)c1=O	101	110	104	91	117	102	116	110
5	COc1ccc(C(C#N)=C2C=CC(=NO)C=C2)cc1	14	100	106	59	-7.3*	1.6*	103	96
6	CCc1c(C(=O)N[C@@H](CO)Cc2ccccc2)[nH]c2ccc(C(F)(F)F)cc12	53	68	76	55	42	35	60	66
7	CCOC(=N)Cc1ccccc1	96	98	·	101	94	96	101	109
8	N#CCCN1CCOCC1	103	114	100	102	104	·	134	99

# Part of the list above in order of count of non-hydrogen atoms, smallest number first.
item	mol	MCF7	HS 578T	BT-549	LOX IMVI	MDA-MB-468	T-47D	MALME-3M	MDA-MB-231
8	N#CCCN1CCOCC1	103	114	100	102	104	·	134	99
7	CCOC(=N)Cc1ccccc1	96	98	·	101	94	96	101	109
4	Cn1c(N)nc(N)c(NC=O)c1=O	101	110	104	91	117	102	116	110
5	COc1ccc(C(C#N)=C2C=CC(=NO)C=C2)cc1	14	100	106	59	-7.3*	1.6*	103	96
2	CSc1ncnc2c1cnn2-c1ccc(S(N)(=O)=O)cc1	118	107	115	102	·	103	106	101
3	C=CCc1cc(F)cc2c(OC(C)=O)c(C(C)=O)c(-c3ccccc3)nc12	101	108	105	102	114	114	104	106
6	CCc1c(C(=O)N[C@@H](CO)Cc2ccccc2)[nH]c2ccc(C(F)(F)F)cc12	53	68	76	55	42	35	60	66

# (more compounds)
item	mol	MCF7	HS 578T	BT-549	LOX IMVI	MDA-MB-468	T-47D	MALME-3M	MDA-MB-231
9	CCOC(=O)CCC(NC(=O)/C=C\c1ccc([N+](=O)[O-])cc1)C(=O)OCC (stereo unspecified)	112	·	119	107	99	100	82	121
10	O=C(O)c1ccc(C(=O)O)cc1	93	100	·	96	92	94	105	108
11	C[S+](C)CC(=O)c1ccccc1	114	123	121	98	105	97	·	99
12	COc1cc2nc(Cl)nc(Nc3cccc(C4=NN(C=O)C(c5ccc(F)cc5)C4)c3)c2cc1OC (stereo unspecified)	78	95	73	·	89	46	85	76
13	O=C(OCCOC(=O)n1c2ccccc2c2ccccc21)n1c2ccccc2c2ccccc21	88	89	92	89	115	97	82	76
14	NC(=O)Nc1ccc(-n2cnc3cc(-c4ccc(O)cc4)ccc32)cc1	94	109	88	104	129	60	98	107
15	COc1ccc(-n2c(=O)n(-c3ccc(-c4nc5ccc(OC)cc5s4)cc3)c(=O)c3cccnc32)cc1	95	67	101	108	98	100	131	96
16	O=S(=O)(NCCNc1nccc(-c2c(-c3ccc(F)c(O)c3)nc3sccn23)n1)c1ccc(O)cc1	28	64	55	32	31	7.0*	31	46
17	O=C1/C=C/[C@@H](O)[C@@H]2C[C@@H](O)C[C@H]2/C=C/CCC[C@H](CCc2ccc(NC(=S)Nc3ccc4c(c3)C(=O)OC43c4ccc(O)cc4Oc4cc(O)ccc43)cc2)O1	-5.6*	40	21	-51*	-17*	21	-1.3*	-89*
18	Cc1cc(=O)c2cc(C(=O)c3ccccc3)ccc2[nH]1	94	93	107	83	89	81	96	119
19	COc1nc2ccc(OC(C)C)cc2cc1-c1nc2c(cnn2-c2ccccc2)c(=O)[nH]1	92	77	86	91	99	90	137	88
20	CCOC(=O)C1(C#N)Cc2ccccc2C1	101	108	98	·	104	93	·	107
21	O=C1NN(C(=O)c2ccccc2)C(c2ccccc2)=N/C1=C\c1cn(-c2ccccc2)nc1-c1ccccc1	92	94	117	99	104	96	116	113
22	OCCN(CCO)CCN1c2ccccc2Sc2ccccc21	94	99	100	103	95	96	96	99
23	C[N+](C)(C)CC(O)CC(=O)O (stereo unspecified)	98	119	98	103	100	·	99	94
24	Fc1ccccc1C1CC(c2ccccc2Cl)=NN1c1ccc(-c2ccccc2)nn1 (stereo unspecified)	83	94	98	·	102	51	93	77

# 4 records drawn at random from those above, as already listed:
item	mol	MCF7	HS 578T	BT-549	LOX IMVI	MDA-MB-468	T-47D	MALME-3M	MDA-MB-231
9	CCOC(=O)CCC(NC(=O)/C=C\c1ccc([N+](=O)[O-])cc1)C(=O)OCC (stereo unspecified)	112	·	119	107	99	100	82	121
1	COc1c(CNC(=O)CCl)cc2[nH]c(C)cc2c1CNC(=O)CCl	36	·	59	34	53	59	82	88
6	CCc1c(C(=O)N[C@@H](CO)Cc2ccccc2)[nH]c2ccc(C(F)(F)F)cc12	53	68	76	55	42	35	60	66
22	OCCN(CCO)CCN1c2ccccc2Sc2ccccc21	94	99	100	103	95	96	96	99

# (list continues)
item	mol	MCF7	HS 578T	BT-549	LOX IMVI	MDA-MB-468	T-47D	MALME-3M	MDA-MB-231
25	CC(=O)Nc1ccc(N)cc1N	100	105	108	103	112	103	110	89
26	CCCc1cc(NC)nc(S(=O)CC)n1 (stereo unspecified)	98	104	106	100	118	115	92	103
27	COc1ccc(/C=C2/C(c3ccc(Cl)cc3)=NN=C2C(F)(F)F)cc1	19	80	94	72	89	73	107	80
28	CCCc1ncccc1O	101	102	106	95	110	·	102	120
29	CC(C(=O)NO)N1C(/N=C/c2ccccc2)=NNC1(C)c1ccccc1O (stereo unspecified)	82	97	80	93	100	75	95	89
30	N#C/C(=C\NC(=S)Nc1cc(Cl)ccc1Cl)c1nc2ccccc2s1	72	103	99	95	94	79	·	91
31	COC(=O)[C@]12CCC(C)(C)C[C@H]1C1=CC[C@@H]3[C@@]4(C)CCC(=O)NC(C)(C)[C@@H]4CC[C@@]3(C)[C@]1(C)CC2	96	101	111	93	105	95	105	94
32	O=C(CNc1ccc(S(=O)(=O)N2CCCCC2)cc1)N1CCCc2ccccc21	99	157	89	95	80	94	113	103
33	NNC(=O)C1CC(O)Cc2cc(Cl)ccc2N1 (stereo unspecified)	99	99	96	104	106	91	101	125
34	CN(C)CCNC(=O)c1ccc(-c2nc3ccc4[nH]ncc4c3c3c2C2CCC3C2)cc1 (stereo unspecified)	9.6*	9.6*	2.3*	26	16	44	28	2.4*
35	COc1cc(CNC(=O)/C=C/C=C/c2ccc3c(c2)OCO3)ccc1OCc1cn(-c2ccc(C)c(C)c2)nn1	82	91	88	88	65	81	75	79
36	CS(=O)c1cccc(-c2ccc3nc(N)n(-c4ccc(C(F)(F)F)cc4)c(=O)c3c2)c1 (stereo unspecified)	104	88	99	88	84	77	79	91
37	Cc1cccc(/C=C/C(=O)Nc2ncc(Cc3cccc(C)c3)s2)c1	15	14	67	23	-15*	33	34	39
38	CCN(CC)Cc1nnc(CCC(=O)c2nc3ccccc3[nH]2)o1	84	96	87	93	105	79	100	76
39	Nc1cc(C(F)(F)F)ccc1Cl	94	121	117	99	104	99	105	95
40	CCc1ccc(Cn2c(=O)nc(SC)[nH]c2=O)cc1	96	110	103	95	107	94	77	107
41	CC(C)(C)Nc1c(-c2ccc(-c3ccccc3)cc2)nc2ccccn12	77	102	103	94	·	64	89	99
42	CCOC(=O)Nc1ccc2c(c1)/C(=N\NC(=S)NC)c1ccccc1-2	75	90	94	67	87	67	115	65
43	COc1cc(C)cc(-c2nn(CC(N)=O)cc2-c2ccnc(Oc3ccc(OC)c(OC)c3)n2)c1	91	106	95	99	80	80	90	91
44	Cc1ccc2c(c1S(=O)(=O)Cl)C(=O)c1ccccc1C2=O	93	102	108	98	105	93	112	119
45	O=c1ccc2c([N+](=O)[O-])cccc2[nH]1	108	104	104	93	85	104	107	99
46	Fc1ccc(/C=N/Nc2ccc3nnc(-c4ccc(Cl)cc4)n3n2)cc1	67	95	95	98	91	80	100	89
47	CN1CCN(c2ccc(Nc3nc(NCCNC(=O)c4ccc(Cl)cc4)c4sccc4n3)cc2)CC1	99	104	117	98	107	96	97	110
48	N/N=c1\scc(-c2cc3ccccc3oc2=O)n1N	91	101	96	95	119	87	104	97
49	Cc1ccc(/C=C2\SC(=S)N(CCC(=O)NCCN3CCOCC3)C2=O)cc1	94	88	104	95	100	84	94	95
50	C=C1C(=O)O[C@H]2[C@H]1CC/C(COC(=O)/C=C\C(=O)NCc1ccc(Cn3c(=O)sn(-c4ccc(C#N)cc4)c3=O)cc1)=C\CC[C@@]1(C)O[C@@H]21	-52*	-25*	-57*	-87*	-88*	-60*	-95*	-86*
51	CCCCCC(C)NCC(O)Cc1ccccc1 (stereo unspecified)	96	99	87	104	107	96	105	95
52	O=C1c2ccccc2C(=O)C1c1ccc2ccccc2n1	30	103	90	71	64	48	·	87
53	Cc1ccc2c(-n3nc(C#N)c(C#N)c3N)cc(=O)[nH]c2c1	85	107	87	81	93	77	78	85
54	O=C(CNC(=O)c1cccc2ccccc12)Nc1ccccc1Oc1cccc(O)c1	20[5 µM]	·	19[5 µM]	33[5 µM]	-3.2*[5 µM]	42[5 µM]	64[5 µM]	49[5 µM]
55	Oc1ccc2ccccc2c1CN(Cc1ccccc1)Cc1cc(Cl)cc(Cl)c1O	92	92	104	90	110	88	101	100
56	Oc1ccc(C(=Nc2ccccc2)c2ccccc2)c(O)c1	114	92	311	87	122	99	622	96
57	O=C(NN=C1CC2[C@H](COC(c3ccccc3)(c3ccccc3)c3ccccc3)C[C@H](COC(c3ccccc3)(c3ccccc3)c3ccccc3)[C@@H]2C1)c1ccncc1 (stereo partly specified)	96	97	109	93	95	90	100	103
58	O=[N+]([O-])C1(CO)COC(c2ccccc2)OC1 (stereo unspecified)	98	115	85	83	104	93	107	105
59	CC(C)N(c1ccc(Cl)cc1)c1nc(-c2ccc(Br)cc2)cs1	·	97	128	99	120	89	101	98
60	CSc1nncc(-c2cnnc(SC)n2)n1	90	115	100	104	83	82	61	105
61	C=C1c2c(C)nn(-c3ccc(S(N)(=O)=O)cc3)c2N(C)C23CC1C1(C)c4c(C)nn(-c5ccc(S(N)(=O)=O)cc5)c4N(C)C(C)(CC12)C3 (stereo unspecified)	16	54	50	·	0.6*	·	62	40
62	COc1cc2nc(CCC(N)=O)c(CC(N)=O)cc2c(OC)c1OC	103	115	114	98	104	102	106	104
63	CN(C)CCCNCc1ccc(-c2ccc(F)c(Cl)c2)o1	-33*	58	77	-90*	-66*	23	-58*	13
64	COc1ccc(/C=N/N=C(\N)c2c(N)nc(=S)[nH]c2-c2ccc(Cl)cc2Cl)cc1	91	105	96	103	105	100	89	90

# Just MDA-MB-231 and BT-549 (2 entries from above):
nr | compound | MDA-MB-231 | BT-549
63 | CN(C)CCCNCc1ccc(-c2ccc(F)c(Cl)c2)o1 | 13 | 77
62 | COc1cc2nc(CCC(N)=O)c(CC(N)=O)cc2c(OC)c1OC | 104 | 114

# More structures follow:
item	mol	MCF7	HS 578T	BT-549	LOX IMVI	MDA-MB-468	T-47D	MALME-3M	MDA-MB-231
65	CCOC(=O)CCN(CCC(=O)OCC)c1ccccc1	101	106	98	96	97	96	120	111
66	O=C(O)CCCNC(=O)c1nc(-c2ccccc2)n(-c2ccccc2)n1	97	101	110	96	105	103	100	104
67	CC(=O)Nc1cc(S(=O)(=O)O)cc2cc(S(=O)(=O)O)c(N=Nc3ccc(C(=O)Nc4ccc5cc(S(=O)(=O)O)ccc5c4)cc3)c(O)c12	95	102	97	98	·	104	130	101
68	Nc1ccc([N+](=O)[O-])cc1Br	100	108	·	94	84	126	117	98
69	COc1cc(C(=O)Cn2cc(CNC(=O)c3ccc4ccc5ccc(C(=O)NCc6cn(CC(=O)c7cc(OC)c(OC)c(OC)c7)nn6)nc5c4n3)nn2)cc(OC)c1OC	98	104	102	109	103	89	100	83
70	Cc1ccc(/C=N\N=C\c2ccc(C)cc2)cc1	96	122	107	·	118	106	118	98
71	Cc1nc(Nc2ccc(NC(=S)Nc3ccccc3)cc2)nc2nc(Nc3ccc(S(=O)(=O)O)cc3)[nH]c(=O)c12	102	111	61	109	·	87	104	94
72	C=C1C[C@H]2C[C@H](C)[C@H]3CC[C@H](C)C4=C3[C@@](O)(OC4=O)[C@@]2(C)C1	100	96	103	89	101	92	104	111

# Screening results (PubChem BioAssay)
